Screening results: PubChem, The Scripps Research Institute Molecular Screening Center
TEAD-YAP inh: TEAD-YAP interaction inhibition; HEK-TIYL cells, TEAD-Gal4/YAP UAS-luciferase luminescence; inhibition, % at 9.12 µM; hit rate 1.4% among 640,000; AID 1259422; in the data active = inhibition above about 32%;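 note: 0% = median of test compound wells and 100% = reference inhibitor wells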
GPR151 activ: human GPR151 activation; Q8TDV0; AID 1508602; PathHunter beta-arrestin GPR151 cells, luminescence; activation, % at 11.2 µM; hit rate 1% among 650,000; in the data active = activation above about 4.9%;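 note: 0% = median of compound wells and 100% = cells with positive control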
Target sequence (Q8TDV0 whole entry, looked up): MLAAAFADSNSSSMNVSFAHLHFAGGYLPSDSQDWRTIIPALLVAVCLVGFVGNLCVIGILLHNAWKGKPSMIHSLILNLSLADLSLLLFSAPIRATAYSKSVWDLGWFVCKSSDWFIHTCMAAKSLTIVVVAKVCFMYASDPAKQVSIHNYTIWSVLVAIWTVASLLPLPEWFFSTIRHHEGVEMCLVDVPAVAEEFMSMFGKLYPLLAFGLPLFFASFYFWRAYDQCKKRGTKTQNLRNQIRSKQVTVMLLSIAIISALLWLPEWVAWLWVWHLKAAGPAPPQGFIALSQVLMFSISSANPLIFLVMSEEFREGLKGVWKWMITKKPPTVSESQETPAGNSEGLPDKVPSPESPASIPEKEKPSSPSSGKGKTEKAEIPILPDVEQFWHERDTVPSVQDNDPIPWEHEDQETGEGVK
MITF primary: blocks human microphthalmia-associated transcription factor. AlphaScreen MITF homodimerization, bead proximity signal. inhibition, % at 2.6 µM. hit rate 0.91% among 650,000. AID 1259374; in the data active = inhibition above about 50%;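 note: 0% = vehicle wells with protein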
FBW7 activator: human FBW7 E3 ligase activation, primary screen; AID 1259310; AlphaScreen FBW7–phospho-cyclin E peptide binding, activator screen; hit rate 0.13% among 650,000; normalized activity (activation), % at 26.1 µM; Q969H0; in the data active = normalized activity above about 1.9%;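 note: purified mutant Fbw7 with reduced substrate affinity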
Target sequence (Q969H0 whole entry, looked up): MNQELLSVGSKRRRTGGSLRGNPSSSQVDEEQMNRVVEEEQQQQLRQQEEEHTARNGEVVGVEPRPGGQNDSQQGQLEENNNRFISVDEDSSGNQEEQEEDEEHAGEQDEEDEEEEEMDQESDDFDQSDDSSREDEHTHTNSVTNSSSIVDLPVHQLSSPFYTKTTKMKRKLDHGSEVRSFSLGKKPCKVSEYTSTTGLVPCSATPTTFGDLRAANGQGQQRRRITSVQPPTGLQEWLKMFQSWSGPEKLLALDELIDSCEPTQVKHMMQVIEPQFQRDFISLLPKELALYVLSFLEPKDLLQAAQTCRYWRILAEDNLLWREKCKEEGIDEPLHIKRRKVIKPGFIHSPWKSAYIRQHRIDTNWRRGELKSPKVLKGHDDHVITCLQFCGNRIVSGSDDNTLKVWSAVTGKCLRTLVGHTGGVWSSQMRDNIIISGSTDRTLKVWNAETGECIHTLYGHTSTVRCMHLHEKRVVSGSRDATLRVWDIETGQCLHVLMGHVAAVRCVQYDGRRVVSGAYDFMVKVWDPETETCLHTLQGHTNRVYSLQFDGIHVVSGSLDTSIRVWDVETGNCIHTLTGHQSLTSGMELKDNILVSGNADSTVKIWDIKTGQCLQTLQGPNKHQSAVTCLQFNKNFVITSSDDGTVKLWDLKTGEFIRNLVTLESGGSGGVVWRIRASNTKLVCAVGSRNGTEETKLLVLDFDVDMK
* marks the source's active call; other numbers are inactive results; & = joins results of further samples. Compounds were not picked by outcome; 3.4% or so of the library scored in one or more.

Assay codes – A = TEAD-YAP inh; B = GPR151 activ; C = MITF primary; D = FBW7 activator
structure: COc1ccc2[nH]c(=O)c(CN(CCO)C(=O)c3cccc(C)c3)cc2c1
  A: -5	B: 2.2	C: 13	D: 0.1
structure: Fc1ccc(-n2cc(-c3ccccc3)c3c(NCc4cccnc4)ncnc32)cc1
  A: -27	B: -0.7	C: -4	D: -0.1
structure: CCNc1nc(C)c([N+](=O)[O-])c(C)c1C#N
  A: 13	B: 1.3	C: -1	D: -0.3
structure: Cc1ccc(-c2nnc3ccc(SCC(=O)c4ccccc4)nn23)cc1
  A: -4	B: 1.1	C: -6	D: 0.1
structure: c1ccc2c(CN3CCC(N4CCCCCC4)CC3)c[nH]c2c1
  A: 2	B: -0.8	C: -4	D: -0.1
structure: COc1ccc(OC)c(CN2CCC(N3CCCCC3)CC2)c1
  A: 8	B: 0.0	C: 52*	D: -0.1
structure: O=C(c1ccc(NS(=O)(=O)c2cccc(C(F)(F)F)c2)cc1)N1CCCC1
  A: 3	B: 1.9	C: 16	D: 0.7
structure: CSc1cccc(NS(=O)(=O)c2cn(C)nc2C)c1
  A: -7	B: 0.2	C: -47	D: 0.1
structure: CCN(CC(=O)NCc1cccs1)S(=O)(=O)c1c(F)cc(F)c(Cl)c1F
  A: 1	B: 1.2	C: -11	D: 0.0
structure: NC(=O)c1oc2ccccc2c1NC(=O)C1CC1
  A: 16	B: -0.2	C: 1	D: 0.2
structure: CC1=C(C(=O)N(C)C)C(c2c(F)cccc2F)NC(=O)N1 (stereo unspecified)
  A: -2	B: 0.8	C: -5	D: 0.3
structure: COc1nc(N)nc(-c2ccc(C(=O)N3CCN(C)CC3)cc2)n1
  A: 5	B: -1.3	C: 12	D: 0.1
structure: O=C(NCC1CCC2(CCN(Cc3ccccc3Cl)CC2)O1)C1CCCO1 (stereo unspecified)
  A: 7	B: -0.4	C: -9	D: -0.2
structure: CCOc1ccc(S(=O)(=O)n2ccc(C)n2)c2ccccc12
  A: -13	B: -0.6	C: 5	D: 0.0
structure: COc1ccc(CCNC(=O)CCNS(=O)(=O)c2ccc(Cl)cc2)cc1OC
  A: -9	B: 0.0	C: -3	D: 0.0
structure: O=C1CS/C(=N/N=C/c2c3ccccc3cc3ccccc23)N1
  A: 16	B: -0.4	C: 1	D: -0.3
structure: COCCCNC(=O)c1cn(Cc2c(F)cccc2Cl)nn1
  A: 1	B: 1.0	C: -23	D: 0.0
structure: C/C=N/NC(=O)c1ccc(C(=O)N/N=C/C)cc1
  A: 7	B: -0.6	C: -5	D: -0.1
structure: COc1ccc(C2CC(c3ccc(Br)cc3)=NN2C(=O)CSC2CCCCC2)cc1 (stereo unspecified)
  A: 5	B: 0.8	C: 8	D: 0.0
structure: Cn1c(/C=C/c2cccs2)c([N+](=O)[O-])c(=O)n(C)c1=O
  A: 9	B: -1.4	C: -3	D: -0.1
structure: CCOC(=O)C1=C(C)NC(C)=C(C(=O)OCC)C1c1cccc(Oc2ccccc2)c1
  A: 8	B: -1.1	C: -2	D: 0.2
structure: CCOC(=O)c1c(N(C(C)=O)C(C)=O)sc(=S)n1-c1ccccc1
  A: -1	B: -0.8	C: -3	D: 0.1
structure: CC1CCN(C(=O)C2CC(c3ccccc3F)=NO2)CC1 (stereo unspecified)
  A: -49	B: -0.5	C: 14	D: -0.1
structure: Cc1ccc(NC(=O)CN(C)S(=O)(=O)c2cnc[nH]2)c(C)c1
  A: 0	B: 0.3	C: -6	D: 0.4
structure: COc1ccc(C(=O)N(CCO)Cc2cc3cc(C)ccc3[nH]c2=O)cc1OC
  A: -4	B: -0.8	C: 5	D: 0.7
structure: O=C(NCCO)/C(=C\c1ccc2c(c1)OCO2)NC(=O)c1ccc(Br)cc1
  A: -1	B: -1.0	C: -4	D: 0.3
structure: CCCN1CCN(C(=O)CCNC(=O)Cn2cnc3ccccc3c2=O)CC1
  A: 4	B: 0.2	C: -8	D: 0.0
structure: COc1ccc(SCCC(=O)N(CCCN2CCOCC2)c2nc3c(C)cccc3s2)cc1
  A: -2	B: 1.2	C: 19	D: 1.2
structure: O=C(COc1cccc2ccccc12)N/N=C/c1cccnc1
  A: -1	B: 1.5	C: 11	D: 0.0
structure: Cc1ccc2nc(/C(C#N)=C/c3cccc(O)c3)[nH]c2c1
  A: -23	B: 2.0	C: 1	D: -0.1
structure: O=C(NNC(=O)c1ncn[nH]1)c1ccncc1
  A: 10	B: 0.7	C: 11	D: -0.2
structure: Cc1sc2nc3n(c(=O)c2c1C)CCC3
  A: 0	B: 0.0	C: 14	D: 0.3
structure: CC(C)C(=O)NCCc1nnc2n1CCN(C(=O)c1c(F)cccc1Cl)CC2
  A: -4	B: 0.0	C: 21	D: 0.1
structure: Cc1ccc(-c2c(NCCN3CCN(c4ccccc4F)CC3)c(=O)c2=O)cc1C
  A: -4	B: -0.9	C: 10	D: 0.1
structure: Cc1cccc(C)c1NC(=O)CS(=O)(=O)c1ccccc1
  A: 15	B: 2.0	C: 2	D: -0.1
structure: COCc1ccc(CN2CCN(CC3CCCCC3)C(CCO)C2)o1 (stereo unspecified)
  A: -7	B: 0.0	C: -10	D: 0.0
structure: CCOC(=O)c1c(-c2ccc(C)c(C)c2)csc1NC(=O)CN1CCN(C)CC1
  A: 9	B: -0.4	C: 90*	D: 0.0
structure: COc1cc2nc(Cl)nc(N)c2cc1OC
  A: 11&-3	B: 1.2&1.1	C: 12&5	D: 0.3&0.0
structure: COc1cccc2cc(-c3csc(NC(=O)CCC(=O)NCc4ccccc4Cl)n3)c(=O)oc12
  A: -9	B: 1.0	C: -9	D: 0.0
structure: CCCCn1nnc(NC(=O)COc2ccc(Cl)c(C)c2)n1
  A: -8	B: -0.5	C: -15	D: 0.0
structure: O=C(Nc1cccc2ncccc12)C1CSC2(c3cccs3)CCC(=O)N12 (stereo unspecified)
  A: -4	B: 1.3	C: -11	D: 0.0
structure: C/C=C/C(C/C=C/C=N/Nc1ccc([N+](=O)[O-])cc1[N+](=O)[O-])OCC (stereo unspecified)
  A: -8	B: 3.7	C: -17	D: -0.2
structure: Cc1ccsc1CN(C(=O)c1ccc(Cl)c([N+](=O)[O-])c1)C1CCS(=O)(=O)C1 (stereo unspecified)
  A: 7	B: -0.1	C: 14	D: 0.0
structure: CCCN(CCC)C(=O)CSc1nc2ccccc2c(=O)n1CCNC(C)=O
  A: 0	B: -0.8	C: 6	D: -0.1
structure: CC1(C)CC(=O)C(C=NCc2ccc3c(c2)OCO3)=C(O)C1
  A: -17&-6	B: -0.6&0.0	C: 27&-10	D: 0.0&-0.1
structure: CC(=O)N1CC(C)Sc2cc(S(=O)(=O)Nc3ccc(Cl)cc3)ccc21 (stereo unspecified)
  A: 14	B: 0.0	C: 6	D: 0.1
structure: Cc1cccc(NS(=O)(=O)c2cc(C(=O)Nc3ccccc3[N+](=O)[O-])c(Cl)cc2Cl)c1
  A: 8	B: -0.1	C: 20	D: 0.2
structure: CC1CCN(c2c(NCC3CCC(C(=O)N(C)Cc4ccccc4)CC3)c(=O)c2=O)CC1 (stereo unspecified)
  A: 5	B: -0.8	C: -17	D: -0.1
structure: O=C(CNCCCO)Nc1ccc2c(c1)OCO2
  A: -1	B: 0.3	C: 6	D: 0.0
structure: O=C(Nc1ccc(NC(=S)NC(=O)c2cccs2)cc1)c1ccccc1
  A: -1	B: 0.6	C: 19	D: 0.2

Reformatted: results already given.
Molecule	TEAD-YAP inh	GPR151 activ	MITF primary	FBW7 activator
Cc1sc2nc3n(c(=O)c2c1C)CCC3	0	0.0	14	0.3
CC(C)C(=O)NCCc1nnc2n1CCN(C(=O)c1c(F)cccc1Cl)CC2	-4	0.0	21	0.1
Cc1ccc(-c2c(NCCN3CCN(c4ccccc4F)CC3)c(=O)c2=O)cc1C	-4	-0.9	10	0.1
Cc1cccc(C)c1NC(=O)CS(=O)(=O)c1ccccc1	15	2.0	2	-0.1
COCc1ccc(CN2CCN(CC3CCCCC3)C(CCO)C2)o1 (stereo unspecified)	-7	0.0	-10	0.0
CCOC(=O)c1c(-c2ccc(C)c(C)c2)csc1NC(=O)CN1CCN(C)CC1	9	-0.4	90*	0.0
COc1cc2nc(Cl)nc(N)c2cc1OC	11&-3	1.2&1.1	12&5	0.3&0.0
COc1cccc2cc(-c3csc(NC(=O)CCC(=O)NCc4ccccc4Cl)n3)c(=O)oc12	-9	1.0	-9	0.0
CCCCn1nnc(NC(=O)COc2ccc(Cl)c(C)c2)n1	-8	-0.5	-15	0.0
O=C(Nc1cccc2ncccc12)C1CSC2(c3cccs3)CCC(=O)N12 (stereo unspecified)	-4	1.3	-11	0.0
C/C=C/C(C/C=C/C=N/Nc1ccc([N+](=O)[O-])cc1[N+](=O)[O-])OCC (stereo unspecified)	-8	3.7	-17	-0.2
Cc1ccsc1CN(C(=O)c1ccc(Cl)c([N+](=O)[O-])c1)C1CCS(=O)(=O)C1 (stereo unspecified)	7	-0.1	14	0.0
CCCN(CCC)C(=O)CSc1nc2ccccc2c(=O)n1CCNC(C)=O	0	-0.8	6	-0.1
CC1(C)CC(=O)C(C=NCc2ccc3c(c2)OCO3)=C(O)C1	-17&-6	-0.6&0.0	27&-10	0.0&-0.1
CC(=O)N1CC(C)Sc2cc(S(=O)(=O)Nc3ccc(Cl)cc3)ccc21 (stereo unspecified)	14	0.0	6	0.1
Cc1cccc(NS(=O)(=O)c2cc(C(=O)Nc3ccccc3[N+](=O)[O-])c(Cl)cc2Cl)c1	8	-0.1	20	0.2
CC1CCN(c2c(NCC3CCC(C(=O)N(C)Cc4ccccc4)CC3)c(=O)c2=O)CC1 (stereo unspecified)	5	-0.8	-17	-0.1
O=C(CNCCCO)Nc1ccc2c(c1)OCO2	-1	0.3	6	0.0
O=C(Nc1ccc(NC(=S)NC(=O)c2cccs2)cc1)c1ccccc1	-1	0.6	19	0.2

(more compounds)
Assay codes – A = TEAD-YAP inh; B = GPR151 activ; C = MITF primary; D = FBW7 activator
structure: Cc1nc(-c2cccs2)c(CCC(=O)N2CCN(c3cccc(Cl)c3)CC2)s1
  A: -2	B: -1.4	C: 8	D: -0.2
structure: O=C1NCC(O)=C1C=Nc1ccccc1O
  A: 5	B: 0.0	C: 12	D: -0.2
structure: CC1C(c2ccccc2)N(C)C(c2ccccc2)CC1(O)c1ccccc1 (stereo unspecified)
  A: 5	B: -1.3	C: 4	D: -0.1
structure: O=C(Nc1ccc2c(c1)OCCO2)c1ccc(Br)o1
  A: -20	B: -4.5	C: -2	D: -0.1
structure: CN1CCOCCN(C)CCOCC1
  A: 7	B: -0.8	C: 16	D: 0.0
structure: COc1cc(C2NC(=O)NC(C)=C2C(=O)Nc2cc(C)cc(C)c2)ccc1O (stereo unspecified)
  A: 2	B: -0.7	C: 9	D: 0.1
structure: CCc1c(C)nc2ccc(C(=O)O)cc2c1Cl
  A: 3	B: 0.1	C: -11	D: -0.1
structure: O=C(Nc1nc(-c2ccc(Cl)c(Cl)c2)cs1)c1c(F)cccc1F
  A: -9	B: -1.1	C: -15	D: 0.0
structure: COC(=O)c1ccc(CN(Cc2ccc(OC)c(OC)c2)S(=O)(=O)c2ccc(F)c(C(=O)Nc3c(C)cc(C)cc3C)c2)cc1
  A: -15	B: -0.8	C: 0	D: -0.2
structure: CCn1c(=NC(=O)c2ccc(N3C(=O)CCC3=O)cc2)sc2cc(F)cc(F)c21
  A: 6	B: 0.5	C: 3	D: 0.0
structure: COc1ccccc1N(CC(=O)Nc1ccc(Cl)cc1C)S(=O)(=O)c1ccc(C)cc1
  A: 7	B: -1.0	C: 14	D: 0.4
structure: O=C(/C=C\c1ccccc1)Nn1c(-c2ccccc2F)nc2ccccc2c1=O
  A: -4	B: -0.9	C: -5	D: 0.2
structure: CCOc1cc2c(cc1OCC)C(c1ccc(C(=O)O)cc1)NCC2 (stereo unspecified)
  A: -4	B: 0.7	C: 12	D: 0.1
structure: Nc1ncnc(Nc2ccc(F)cc2Cl)c1[N+](=O)[O-]
  A: 1	B: 0.5	C: 5	D: 0.0
structure: COC(=O)c1ccc2c(c1)C1CC(C)(O2)N(c2cc(F)ccc2F)C(=O)N1 (stereo unspecified)
  A: -1	B: -1.2	C: 2	D: 0.1
structure: Cc1cccc(OCC(=O)NC(=S)Nc2ccccc2O)c1
  A: -5	B: -0.4	C: 13	D: 0.1
structure: COc1ccccc1/C=C/CNc1nc(C)c(-c2ccn(CCN3CCOCC3)n2)s1
  A: -10	B: 0.6	C: 1	D: -0.1
structure: O=C(CNC(=O)c1ccc(Br)cc1)c1ccc(Br)cc1
  A: 5	B: 0.2	C: -14	D: -0.1
structure: Cn1c(NCc2ccccc2)nc2c1c(=O)n(Cc1ccc(F)cc1)c(=O)n2C
  A: 13	B: 0.0	C: -15	D: -0.3
structure: CCCCNc1nnc(SCc2cc([N+](=O)[O-])cc3c2OCOC3)s1
  A: -6	B: 2.1	C: 2	D: -0.2
structure: Cc1cnc(Nc2ccc3ncccc3c2)nc1Nc1ccc(N2CCOCC2)cc1
  A: 47*	B: 3.5	C: 4	D: -0.1
structure: COc1cc(SC)ccc1C(=O)Nc1nc(C)cc(C)n1
  A: -3	B: 0.2	C: 12	D: -0.3
structure: O=C(C1=C(O)C(=O)N(CCN2CCOCC2)C1c1ccc(Cl)cc1)c1cccs1 (stereo unspecified)
  A: -5	B: 2.6	C: -7	D: -0.1
structure: Cc1ccc(-n2cc(-c3ccccc3)c3c(NCCc4ccccc4)ncnc32)cc1Cl
  A: -6	B: -0.3	C: 9	D: 0.2
structure: CCN1C2=C(C(=O)CC(C)(C)C2)C(c2ccc(O)c(Cl)c2)C2=C1CC(C)(C)CC2=O
  A: 7	B: -0.9	C: 4	D: 0.0
